Screening results (PubChem BioAssay)
GRK2 aptamer HTS: inhibitors of human GRK2 displacing RNA aptamer. inhibition of aptamer binding, % at 10 µM. bead flow cytometry, FAM-aptamer displacement from GRK2. P25098. 330,000 tested, 0.59% active;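 active = inhibition of aptamer binding above 40%, roughly 3 SD of noise, on plates passing a quality check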;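 note: median bead fluorescence of bound FAM aptamer so fluorescent compounds give negative values; no value below 0 was filed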
CIT2 TOR yeast: alters CIT2-GFP fluorescence in TOR pathway yeast screen; S. cerevisiae CIT2-GFP strain, flow cytometry, 3 h; 100 means same as DMSO wells; GFP response vs DMSO, % at 10 µM; 320,000 tested, 0.065% active; AID 2029;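 active = GFP response relative to DMSO above a set limit, near the screen mean plus 3 SD, cut at about 150% in these data; inconclusive = Fewer than 70 cells measured for a yeast strain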;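 note: ratio of well median GFP fluorescence to mean of DMSO wells on the plate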
LAP4 TOR yeast: yeast TOR pathway LAP4-GFP modulation; S. cerevisiae LAP4-GFP multiplex, flow cytometry GFP, 3 h; median GFP as percent of DMSO wells; GFP response vs DMSO, % at 10 µM; 320,000 tested, 0.34% active; AID 2023;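 active = GFP response vs DMSO above a set limit, about the screen mean plus 3 SD, cut at about 150% in these data; inconclusive = under 70 cell events counted for the yeast strain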
AGP1 TOR yeast: modulators of TOR pathway AGP1-GFP in S. cerevisiae. GFP response vs DMSO, % at 10 µM. S. cerevisiae AGP1-GFP multiplex flow cytometry, 3 h; GFP as percent of DMSO wells. 320,000 tested, 0.02% active;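 active = GFP response relative to DMSO above a set limit, near screen average plus 3 SD, cut at about 150% in these data; inconclusive = fewer than 70 cells counted for the yeast strain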;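 note: median GFP channel fluorescence of the gated AGP1 strain per well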
RPL19A-GFP yeast: alters RPL19A-GFP fluorescence in TOR pathway yeast screen; S. cerevisiae RPL19A-GFP strain, flow cytometry, 3 h; hits give low values; percent response vs DMSO, % at 10 µM; 330,000 tested, 0.3% active; AID 2025;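 active = percent response vs DMSO below 50%; inconclusive = fewer than 70 events counted for the yeast strain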;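 note: median channel GFP fluorescence of the barcoded RPL19A-GFP strain; ratio of sample median GFP to plate DMSO average so 100% = DMSO; lower means less RPL19A-GFP as with rapamycin TOR inhibition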
VLA-4 inh: inhibition in a human VLA-4 binding assay. P13612. VLA-4 expressing cells, ligand binding flow cytometry. inhibition, % (about 7 µM as worked out from the volumes in the protocol). 330,000 tested, 0.2% active; in the data active = inhibition above about 50%
Target sequence (P13612 whole entry, looked up): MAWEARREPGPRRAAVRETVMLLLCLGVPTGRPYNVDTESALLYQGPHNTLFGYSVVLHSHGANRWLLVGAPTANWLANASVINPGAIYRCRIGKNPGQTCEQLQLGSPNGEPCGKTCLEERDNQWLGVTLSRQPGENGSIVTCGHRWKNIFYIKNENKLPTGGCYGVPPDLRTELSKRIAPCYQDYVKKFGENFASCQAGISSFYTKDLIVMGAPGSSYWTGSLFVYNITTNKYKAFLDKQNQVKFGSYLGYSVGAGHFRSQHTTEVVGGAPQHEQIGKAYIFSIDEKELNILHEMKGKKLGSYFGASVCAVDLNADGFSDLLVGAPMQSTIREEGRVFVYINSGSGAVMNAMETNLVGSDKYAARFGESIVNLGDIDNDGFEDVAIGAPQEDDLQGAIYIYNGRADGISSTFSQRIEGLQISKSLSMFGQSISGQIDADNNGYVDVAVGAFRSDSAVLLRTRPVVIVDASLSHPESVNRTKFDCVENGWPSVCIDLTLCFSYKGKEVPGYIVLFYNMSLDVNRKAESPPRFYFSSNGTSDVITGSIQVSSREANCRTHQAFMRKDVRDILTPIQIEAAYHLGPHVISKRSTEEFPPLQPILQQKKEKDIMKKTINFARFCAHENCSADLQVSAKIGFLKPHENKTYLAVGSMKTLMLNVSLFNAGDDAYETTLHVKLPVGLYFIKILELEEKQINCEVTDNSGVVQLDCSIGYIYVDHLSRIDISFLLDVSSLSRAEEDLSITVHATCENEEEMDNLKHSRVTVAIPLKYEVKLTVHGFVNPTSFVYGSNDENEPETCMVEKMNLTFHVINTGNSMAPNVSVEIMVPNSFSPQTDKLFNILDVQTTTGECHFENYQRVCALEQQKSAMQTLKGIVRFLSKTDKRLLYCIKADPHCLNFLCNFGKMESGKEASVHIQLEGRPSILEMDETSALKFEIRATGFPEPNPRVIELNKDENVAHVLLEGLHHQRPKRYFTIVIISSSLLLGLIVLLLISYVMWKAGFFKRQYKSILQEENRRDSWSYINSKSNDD
GASC-1 inh: inhibitors of human GASC-1 (JMJD2C) demethylase; Q9H3R0; GST-JMJD2C(1-420) H3K9me3 demethylation, DELFIA europium; inhibition, % at 2.35 µM; 330,000 tested, 0.069% active; AID 2099;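 active = more than half of a compound's replicate wells show inhibition beyond 50%, single wells judged on their own value; inconclusive = some, but no more than half, of replicates pass 50% inhibition; inactive = no replicate passes 50% inhibition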;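 note: signal counts dimethyl H3K9 product captured on neutravidin plate; 0% = median of DMSO wells and 100% = 0.3 times that DMSO median; strong numbers were not always called active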
MEP2 TOR yeast: modulators of TOR pathway MEP2-GFP in S. cerevisiae | S. cerevisiae MEP2-GFP strain, flow cytometry GFP, 3 h; 100% = DMSO control level | GFP response vs DMSO, % at 10 µM | 330,000 tested, 0.51% active;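 active = GFP response versus DMSO above a set limit, roughly screen mean plus 3 SD, cut at about 180% in these data; inconclusive = fewer than 70 cells counted for a yeast strain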;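 note: median GFP fluorescence of the barcode-gated MEP2-GFP cells per well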
* = called active by the depositor; ? = inconclusive; / = no result given; [ ] = dose if it differs, or a comment.

SMILES | GRK2 aptamer HTS | CIT2 TOR yeast | LAP4 TOR yeast | AGP1 TOR yeast | RPL19A-GFP yeast | VLA-4 inh | GASC-1 inh | MEP2 TOR yeast
COc1ccc(CNC(=O)/C=C/c2ccco2)cc1OC | 0 | 103 | 112 | 114 | 102 | 0 | 5 | 102
CCN(CC)P(=O)(Nc1cccc(C(F)(F)F)c1)c1ccc(N(C)C)cc1NC(=O)c1ccco1 (centres undefined) | 1 | 98 | 96 | 100 | 97 | -5 | 4 | 106
CC(=O)NC(O)C(=O)c1ccccc1 (centres undefined) | 0 | 92 | 92 | 96 | 94 | 8 | 1 | 98
Cc1cccc(OCCCC(=O)Nc2ccc3c(c2)OCO3)c1 | 3 | 90 | 105 | 91 | 94 | -3 | 5 | 100
COc1ccc(NC(=O)C2CCOC(C)(C)C2)cc1 (centres undefined) | 2 | 97 | 114 | 101 | 99 | 0 | -1 | 100
CCCc1nc(SCC(=O)N2CCCCCC2)c2c(=O)n(C)c(=O)n(C)c2n1 | 2 | 93 | 100 | 97 | 93 | 21 | 1 | 84
COc1cc2c(cc1OC)C(C(=O)Nc1cc(OC)c(OC)c(OC)c1)C(c1cccnc1)N(C)C2=O (centres undefined) | 0 | 111 | 105 | 107 | 103 | 6 | 22 | 100
CC(C)[C@H](NC(=O)c1ccccc1)C(=O)OCC(=O)N1CCCc2ccccc21 | 7 | 107 | 95 | 99 | 109 | -6 | 6 | 108
CC(C)C[C@@H](CN=[N+]=[N-])N1CCN(Cc2ccccc2)CCC1=O | 1 | 91 | 123 | 79 | 93 | -11 | -1 | 87
COc1ccc(CCN(Cc2nc3ccccc3c(=O)[nH]2)C(=O)c2ccco2)cc1OC | 1 | 94 | 97 | 97 | 97 | 0 | -1 | 103
CN1C(=O)c2ccc(C(=O)NCc3ccccc3)cc2C1=O | 0 | 97 | 99 | 99 | 96 | 19 | 0 | 98
COCCNC(=O)c1ccc(N2CCC3(CC2)OCCO3)c([N+](=O)[O-])c1 | 0 | 99[may fluoresce red] | 67[may fluoresce red] | 79[may fluoresce red] | ? | 11 | 6 | 96[may fluoresce red]
COCC(=O)N1CCC(Oc2ccc(C(=O)N3C[C@H]4CC[C@H]3C4)cc2)CC1 | 0 | 102 | 81 | 98 | 106 | 1 | 6 | 98
c1cc2c(cn1)cnc1cscc12 | 0 | 109 | 91 | 107 | 113 | 3 | -1 | 109
COc1ccc(OC)c(N(CC(=O)Nc2ccccc2)S(=O)(=O)c2ccccc2)c1 | / | 97 | 89 | 92 | 100 | -8 | 1 | 105
CCOc1ccc(C(=O)Cc2ccc3oc(C(=O)O)cc3c2)c(O)c1 | 0 | 91 | 124 | 102 | 102 | -6 | -1 | 103
CCOC(=O)N1CCC(N(CCN(C)C)C(=S)Nc2ccc(F)c(Cl)c2)CC1 | 0 | 108 | 89 | 103 | 108 | -1 | -1 | 104
CC1=CCC(C(=O)O)(C(=O)N/N=C/c2cccnc2)C(c2ccccc2)C1 (centres undefined) | 0 | 94 | 99 | 99 | 96 | 7 | 4 | 101
CCOC(=O)N1CCN(C(=O)CCSc2ccc(Cl)cc2)CC1 | 3 | 86 | 110 | 95 | 94 | 0 | 12 | 94
CC(OC(=O)Cc1coc2ccc3ccccc3c12)C(=O)NC(N)=O (centres undefined) | 0 | 98 | 96 | 97 | 104 | 0 | 0 | 103
S=C(Nc1ccc(Cl)cc1)c1nc2ccccc2s1 | 1 | 114 | 102 | 100 | 96 | 7 | 3 | 102
CC(=O)c1ccc(N2CCN(C(=O)c3ccco3)C(C)C2)c(F)c1 (centres undefined) | 1 | 95 | 99 | 98 | 99 | 12 | 3 | 98
c1ccc(C(c2c[nH]c3ccccc23)c2c[nH]c3ccccc23)nc1 | 0 | 97 | 103 | 107 | 102 | 6 | 5 | 99
Cc1nn2c(nc1=O)NNC2(C)C(C)(C)C (centres undefined) | 0 | 110 | 119 | 114 | 99 | -4 | 0 | 107
CC(C)CN1CCC(=O)N([C@H](CSc2ccc(Br)cc2)Cc2ccccc2)CC1 | 2 | 103 | 96 | 102 | 100 | 6 | -1 | 102
SMILES | GRK2 aptamer HTS | CIT2 TOR yeast | LAP4 TOR yeast | AGP1 TOR yeast | RPL19A-GFP yeast | VLA-4 inh | GASC-1 inh | MEP2 TOR yeast
COc1ccc(NC(=O)CN(C)C2CCCCC2)c([N+](=O)[O-])c1 | 3 | 109 | 110 | 109 | 103 | 10 | -6 | 97
Cc1ccccc1SCC(=O)Nc1cc(C(F)(F)F)ccc1N1CCOCC1 | 0 | 87 | 89 | 91 | 95 | -6 | 0 | 86
CC1CCCCN1C(=O)C1CCN(c2nc(-c3ccccc3)nc3c2CCC3)CC1 (centres undefined) | 0 | 104 | 98 | 102 | 101 | -3 | -2 | 102
O=C1Nc2ccccc2/C1=C/c1cnc(-c2ccccc2)[nH]1 | 0 | 161* | 169* | 116 | 120 | -61 | 8 | 184*
CN1CCN(c2cc(=O)n(-c3ccc(Cl)cc3)c(=O)[nH]2)CC1 | 3 | 105 | 101 | 102 | 100 | 11 | -1 | 103
O=C(N/C(=C\c1ccco1)C(=O)N1CCC(O)CC1)c1ccccc1 | 0 | 99 | 102 | 104 | 106 | -2 | 3 | 109
CCOC(=O)N/N=C\c1ccc(-c2cc(Cl)ccc2Cl)o1 | 1 | 102 | 95 | 95 | 105 | -4 | 10 | 104
CCc1ccc2[nH]c(C(=O)Nc3ccc4c(c3)OCO4)cc2c1 | 2 | 93 | 113 | 99 | 97 | 15 | 22 | 97
CCOc1ccccc1NC(=O)NC(C)c1ccc2c(c1)OCO2 (centres undefined) | 25 | 98 | 76 | 89 | 100 | 8 | -1 | 98
CC1CCN(CCNC(=O)C2CCCN(c3ncnc4c3nc3n4CCCCC3)C2)CC1 (centres undefined) | 2 | 121 | 112 | 49 | 105 | 8 | -9 | 115
CCCC(=O)OCC(=O)Nc1ccc2[nH]c(=O)[nH]c2c1 | 0 | 90 | 102 | 98 | 96 | 13 | 5 | 109
CC(=O)Nc1ccc(Sc2ncccc2C(=O)Nc2ccc(F)cc2)cn1 | 1 | 105 | 108 | 107 | 105 | -21 | -2 | 104
C[C@H](NC(=O)c1ccccc1)C(=O)N1CCN(Cc2ccc3c(c2)OCO3)CC1 | 1 | 104 | 106 | 103 | 98 | 3 | 10 | 93
CC(=O)Nc1nc2ccccc2[nH]1 | 6 | 100 | 93 | 103 | 99 | 5 | -26 | 105
N#CC(=C=[N-])c1nc2ccccc2nc1-[n+]1cccc(NC(=O)c2cccs2)c1 | 1 | 108 | 104 | 103 | 102 | -32 | -5 | 97
Cc1ccc(-n2nc(C)c3c(C)c(CCC(=O)NCc4ccccc4)c(C)nc32)cc1 | 0 | 88 | 97 | 98 | 95 | 34 | 0 | 91
Cc1ccc(NS(=O)(=O)c2cc(C(=O)Nc3cccc(N(C)S(C)(=O)=O)c3)ccc2C)c(C)c1 | 1 | 97 | 92 | 103 | 94 | 13 | 6 | 93
O=S(=O)(NC1CCCCC1)c1ccc(-c2csnn2)s1 | 7 | 95 | 107 | 97 | 97 | 5 | -8 | 98
Cc1c(C(=O)OCC(=O)NCC2CCCO2)oc2ccccc12 (centres undefined) | 0 | 97 | 112 | 107 | 97 | -7 | -7 | 101
CCn1c2c(c3cc(C(=O)O)ccc31)CCCC2=O | 3 | 83 | 118 | 110 | 105 | -10 | -18 | 108
O=S1(=O)[C@H]2C[C@@H]3C=C[C@@]2(CN1Cc1ccccc1F)O3 | 0 | 97 | 96 | 101 | 100 | -4 | 1 | 96
CCOC(=O)c1[nH]c2ccc(C(=O)OC)cc2c1C(=O)OCC | 0 | 93 | 105 | 95 | 94 | 0 | -11 | 106
CSc1snnc1-c1ccccc1 | 2 | 100 | 102 | 101 | 96 | 0 | -26 | 108
COc1cccc(C(=O)NCC2CCCN(C(=O)c3ccc(C=O)cc3)C2)c1OC (centres undefined) | 0 | 102 | 101 | 101 | 103 | -8 | 4 | 96
COc1ccc(C2C(C(=O)c3ccco3)=C(O)C(=O)N2CCN2CCOCC2)c(OC)c1 (centres undefined) | 0 | 91 | 88 | 36 | 67 | 8 | 22 | 154
SMILES | GRK2 aptamer HTS | CIT2 TOR yeast | LAP4 TOR yeast | AGP1 TOR yeast | RPL19A-GFP yeast | VLA-4 inh | GASC-1 inh | MEP2 TOR yeast
COc1ccc(C2C(C(C)=O)=C(O)C(=O)N2c2nccs2)cc1 (centres undefined) | 1 | 98 | 105 | 96 | 98 | 6 | 5 | 100
CCC(=O)Nc1ccc(C(=O)CN2C(=O)NC3(CCOc4ccccc43)C2=O)cc1 (centres undefined) | 0 | 91 | 100 | 103 | 98 | 17 | 1 | 97
CCN(CC(=O)Nc1ccc2c(c1)OCCO2)CC(=O)Nc1ccccc1C(F)(F)F | 2 | 102 | 95 | 99 | 101 | 4 | 7 | 105
Cn1c(C(=O)N2CCN(c3nc4ccccc4s3)CC2)cc2sccc21 | 1 | 101 | 106 | 102 | 104 | -10 | 3 | 108
O=C1CC(c2ccco2)CC(O)=C1C=Nc1ccc(Br)cc1 (centres undefined) | 0 | 91 | 93 | 93 | 96 | 9 | 12 | 94
Cc1cc(N2CCN(C)CC2)ccc1NC(=O)c1ccc(-c2ccc(Cl)cc2)o1 | 0 | 78 | 108 | 101 | 89 | 1 | ? | 93
Cc1nc2cc(NC(=O)c3ccc([N+](=O)[O-])s3)ccc2s1 | 0 | 98 | 102 | 105 | 96 | 6 | -6 | 94
C[C@H]1[C@H](C)CC[C@]2(C)CC[C@]3(C)C(=CC[C@@H]4[C@@]5(C)CC[C@@H](O)[C@](C)(C(=O)O)[C@@H]5CC[C@]43C)[C@H]12 | 2 | 92 | 123 | 86 | 90 | 4 | 14 | 88
C/C(=N\N=C(/N)SC1CC(=O)N(c2ccc(Br)cc2)C1=O)c1cccs1 (centres undefined) | 2 | 95 | 94 | 106 | 95 | 16 | 3 | 103
Cc1cc(C)c(NC(=O)c2cc3c(nc4sccn43)s2)c(C)c1 | 0 | 98 | 107 | 108 | 101 | -12 | -5 | 103
CCn1c(SCc2c(Cl)cccc2Cl)nnc1-c1nn(-c2ccccc2)ccc1=O | 3 | 102 | 94 | 106 | 99 | -1 | -1 | 98
CC(=O)N1CCN(C(=O)C(Cc2c[nH]c3ccccc23)NC(=O)c2ccccc2Cl)CC1 (centres undefined) | 0 | 102 | 100 | 104 | 102 | -4 | -4 | 110
CC(/C=C1\SC(=O)N(CC(=O)Nc2cccc(O)c2)C1=O)=C\c1ccccc1 | 0 | / | 91 | 94 | 93 | 8 | -1 | 102
CCOc1ccc(/C(C)=N\NC(=O)Cc2ccccc2)cc1 | 0 | 97 | 87 | 92 | 93 | 8 | -11 | 90
Cc1cc(C)n(-c2cc(=O)n(C)c(=O)n2C)n1 | 2 | 96 | 89 | 94 | 93 | 7 | -21 | 92
Cc1cc(C)cc(C(=O)NCC(=O)NCc2ccc(S(N)(=O)=O)cc2)c1 | 1 | 92 | 80 | 87 | 92 | -11 | 1 | 95
O=C(CSc1cccc[n+]1[O-])Nc1cccc(S(=O)(=O)NC2=NCCCCC2)c1 | 0 | 93 | 116 | 99 | 94 | 11 | -1 | 94
Cc1nc2ccccc2n1CC(=O)N/N=C\C=C\c1ccccc1 | 0 | 74 | 90 | 86 | 84 | 20 | 6 | 79
Cc1ccc(N2C(=O)CSC2c2cccs2)cc1 (centres undefined) | 2 | 97 | 107 | 110 | 102 | 8 | 0 | 106
